Source: PubChem
Gli-Sufu antag: Gli-Sufu pathway antagonism | AID 588413 | Sufu-KO-LIGHT fibroblasts, Gli luciferase reporter luminescence | inhibition, % at 5 µM | hit rate 0.74% among 340,000;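 active means inhibition above about 55%, limit read from the data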;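 further: 0% = DMSO-treated cells and 100% = wells with medium but no cells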
697 NFkB inh: lowers PMA/ionomycin-induced NF-kB signal in 697 B cells; 697 B-cell NF-kB luciferase reporter, 16 h; hit rate 0.33% among 330,000; inhibition, % at 4 µM; in the data active means inhibition above about 35%
HKDC1 inhibitor: inhibitors of human hexokinase HKDC1; Q2TB90; recombinant HKDC1, G6PDH/diaphorase resazurin coupled fluorescence; inhibition, % at 20 µM; hit rate 0.16% among 340,000; AID 493160;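 active means inhibition above about 35% when tested at 20 µM, limit read from the data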;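 further: plate controls were DMSO wells with enzyme for no effect and DMSO wells lacking enzyme for full effect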
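Material: recombinant HKDC1 hexokinase; Amount: HKDC1 at 5 µg/mL; Medium: Tris pH 8.0 buffer with MgCl2, Tween-20, BSA, BME; Schedule: 90 min reaction incubation at room temperature, dark; Technique: coupled resazurin fluorescence, excitation 525 nm, emission 613 nm.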
Apaf-1 inh: inhibitors of human Apaf-1 apoptosome; reconstituted apoptosome caspase-3 activity, DEVD-Rh110 fluorescence; inhibition, % at 20 µM; hit rate 0.71% among 330,000; AID 489030; active means inhibition of at least 40% at 20 µM;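 further: plate controls were DMSO wells for no effect and DEVD-CHO caspase inhibitor wells for full effect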
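detection = Rh110 fluorescence intensity | test system = biochemical Apaf-1 apoptosome reconstitution | also added = cytochrome c and DEVD-Rh110 substrate | schedule = 30 min plus 50 min, RT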
UBC13 inh: human UBC13 polyubiquitination inhibition; UBC13 polyubiquitin chain formation, TR-FRET; P61088; inhibition, % at 20 µM; hit rate 0.47% among 330,000; in the data active means inhibition above about 45%, passing the limit was not always enough
Target sequence (P61088 whole entry, looked up): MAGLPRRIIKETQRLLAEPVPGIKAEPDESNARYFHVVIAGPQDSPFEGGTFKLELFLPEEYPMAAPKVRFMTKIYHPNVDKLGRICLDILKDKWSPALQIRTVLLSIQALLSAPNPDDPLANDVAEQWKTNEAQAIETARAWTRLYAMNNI
SENP7 inh: SENP7 protease inhibition | Q9BQF6 | recombinant SENP7, Z-RLRGG-aminoluciferin luminescence, 40 min | inhibition, % at 5 µM | hit rate 1.5% among 330,000;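 active means inhibition above about 50% at the single test dose, limit read from the data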;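 further: plate controls were DMSO with enzyme for no effect and no enzyme buffer wells for full effect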
Target sequence (Q9BQF6 706-1050 limits assumed): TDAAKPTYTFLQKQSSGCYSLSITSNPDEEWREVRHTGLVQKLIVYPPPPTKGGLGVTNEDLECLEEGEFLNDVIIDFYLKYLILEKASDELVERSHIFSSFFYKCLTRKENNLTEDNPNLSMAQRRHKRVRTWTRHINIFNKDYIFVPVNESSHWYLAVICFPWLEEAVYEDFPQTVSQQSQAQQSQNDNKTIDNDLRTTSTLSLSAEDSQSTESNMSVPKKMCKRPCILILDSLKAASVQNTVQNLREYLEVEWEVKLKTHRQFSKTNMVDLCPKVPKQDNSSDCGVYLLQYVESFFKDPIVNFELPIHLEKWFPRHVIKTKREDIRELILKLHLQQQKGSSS
Jurkat NFkB inh: lowers PMA/ionomycin-induced NF-kB signal in Jurkat cells. PMA/ionomycin-induced NF-kB luciferase reporter, luminescence. inhibition, % at 4 µM. hit rate 0.53% among 330,000
SENP8 block: inhibitors of human SENP8 protease; inhibition, % at 10 µM; hit rate 1.2% among 330,000; purified SENP8, Z-RLRGG-aminoluciferin cleavage, luminescence; Q96LD8
Target sequence (Q96LD8 whole entry, looked up): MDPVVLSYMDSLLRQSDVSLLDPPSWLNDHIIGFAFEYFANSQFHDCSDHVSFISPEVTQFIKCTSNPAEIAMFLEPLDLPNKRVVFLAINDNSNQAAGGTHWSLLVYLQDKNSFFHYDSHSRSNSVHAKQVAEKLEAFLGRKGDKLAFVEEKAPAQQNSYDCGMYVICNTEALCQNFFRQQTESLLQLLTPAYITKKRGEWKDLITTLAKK
Active calls of the source: *; / = not tested or not shown. Unless noted, no stated cut-off is given here; in the data, active means inhibition above about 50%; inactive means the rest.

entry	smiles	Gli-Sufu antag	697 NFkB inh	HKDC1 inhibitor	Apaf-1 inh	UBC13 inh	SENP7 inh	Jurkat NFkB inh	SENP8 block
1	CSc1ncc(C(=O)Nc2cccc(C)c2C)c(C)n1	-6.3	11.9	4.6	-5.1	-4.1	-3.4	0.5	3.9
2	O=C(COC(=O)c1cc(S(=O)(=O)N2CCOCC2)ccc1Cl)NCc1ccccc1	12.1	8.3	-8.9	-4.0	2.5	1.4	-1.4	10.5
3	CC(/C=N/NC(=O)c1cc(-c2cccn2C)n[nH]1)=C\c1ccccc1	0.1	6.1	-3.3	10.2	-5.4	0.9	27.5	-4.3
4	CC1(C)Cc2c(c(-c3ccccc3)nc3[nH][nH]c(=O)c23)CO1	-0.8	-19.0	-2.8	7.4	-10.6	1.6	-10.5	-2.6
5	ClC(/C=N/n1cnnc1)=C/c1ccccc1	-7.3	-31.0	-0.6	5.8	-1.5	-5.9	19.0	-2.5
6	Cc1noc(C)c1CSc1nnc(-c2ccncc2)n1-c1cccc(Cl)c1C	12.6	-10.4	-3.2	6.0	-2.2	-8.4	-20.9	-6.5
7	CS(=O)(=O)O/N=C1\CCCCC1c1ccc([N+](=O)[O-])cc1[N+](=O)[O-] (configuration not stated)	-8.0	2.6	2.1	4.0	-7.5	5.4	7.1	6.9
8	CN1CCN(C(=O)c2cnn(-c3ccccc3)c2NC(=O)c2ccccc2Cl)CC1	-1.7	-11.8	-6.0	-13.2	-7.7	-0.5	0.1	1.9
9	Cc1cc(C)nc(N2C(=O)CC(C(C)c3ccccc3)C2=O)n1 (configuration not stated)	-3.2	3.6	0.2	0.4	4.9	-7.2	15.4	-1.6
10	Cc1cc(C)c(NC(=O)CNC(=O)COC(=O)Cc2cccs2)c(C)c1	-10.7	14.7	-4.5	6.7	-1.9	4.0	9.4	5.9
11	Cc1cc(C)cc(NC(=S)N(CCN2CCCCC2)Cc2ccco2)c1	14.8	9.5	-1.4	1.1	-0.1	5.5	1.2	-0.3
12	COc1ccc(CNC(=O)C2CCCN(S(=O)(=O)N3CCC(C)CC3)C2)c(OC)c1 (configuration not stated)	49.1	-30.6	6.3	15.2	-6.8	7.3	0.8	-1.5
13	CC1(c2ccccc2)NC(=O)N(CC(=O)Nc2cccc(C#N)c2)C1=O (configuration not stated)	-5.1	18.4	0.3	0.2	0.1	1.2	7.8	0.6
14	COCCCn1c(SCC(=O)Nc2oc(C)c3c(C)n[nH]c(=O)c23)nc2sc3c(c2c1=O)CCC3	3.8	9.6	0.3	5.3	-2.8	3.2	5.2	-6.4
15	C=CCN1C(=O)c2ccc(C(=O)OCC(=O)N(C)C3CCCCC3)cc2C1=O	-6.0	0.5	1.7	-4.2	4.7	2.8	-1.7	4.9
16	COc1ccc(C2C(C(=O)O)CC(=O)N2c2ccc(OC)cc2)cc1 (configuration not stated)	-2.5	-1.4	-4.0	-7.2	-1.1	14.2	1.4	-4.5
17	Nc1ccc(Cl)c(S(=O)(=O)Nc2cccc(Cl)c2)c1	2.9	5.3	-7.2	19.5	-9.2	-9.2	-1.7	-15.7
18	Cc1cc(Oc2ccc(OCC(N)=O)nn2)nc(Cl)n1	-5.1	13.9	-8.9	-4.1	-3.1	-2.3	12.6	-2.5
19	Fc1ccc2c(c1)c1n[nH]c(=S)nc1n2CCc1ccccc1	/	-2.0	1.1	15.5	-14.0	-3.6	-11.2	-1.1
20	Cc1ccc(N2C(=O)CC(Sc3ncccn3)C2=O)cc1C (configuration not stated)	-11.5	-5.0	2.8	0.5	-14.4	1.3	8.8	-1.0
21	Cc1ccc2nc(C)c(C(=O)NN=C3CCCCCC3)n2c1	-2.8	14.8	-7.1	-15.0	5.8	0.5	16.0	4.8
22	c1ccc(-c2cn(C[C@H]3CC[C@H](Cn4cc(-c5ccccn5)nn4)O3)nn2)nc1	-8.7	16.8	-3.0	5.0	-7.0	-2.0	-6.3	8.6
23	COc1ccc(C2SCCN2S(=O)(=O)c2ccccc2)cc1 (configuration not stated)	-3.7	-7.5	-8.1	3.6	3.5	6.5	9.3	6.4
24	COC(=O)c1sc2nc(C)c([N+](=O)[O-])c(C)c2c1N	-10.8	-14.4	1.1	1.8	-39.3	-1.4	-3.2	-14.8
25	C[C@@H](NC(=O)[C@@H]1Cc2ccccc2CN1)C(=O)NC1CCCC1	4.7	-19.5	-1.2	1.1	-5.4	6.7	14.3	5.4
26	Cc1[nH]nc(-c2ccc(O)c(C)c2O)c1-c1cnn(-c2ccccc2)c1	9.5	-3.0	-1.1	-8.7	33.8	-12.9	-3.7	-1.1
27	O=C(COC(=O)/C=C/c1ccc(OC(F)F)cc1)NC1CCCCC1	0.7	16.4	-6.1	2.5	7.3	0.4	16.3	1.2
28	Cc1cccc(NC(=S)NC2CC3CCCC(C2)N3Cc2ccccc2)c1C (configuration not stated)	30.5	-1.4	-11.9	-6.4	5.4	-1.7	-2.9	-3.8
29	Cc1cc(=O)oc(C)c1C(=O)N1CCN(C(c2ccccc2)c2ccccc2)CC1	-11.2	-0.9	-1.7	-0.7	-0.8	9.3	-33.1	-0.5
30	O=C(O)CCCN(Cc1cccc(Br)c1)S(=O)(=O)c1ccc(Br)cc1	-6.1	9.4	-5.5	7.8	-8.9	1.7	7.0	-1.1
31	O=C(CSCc1ccc([N+](=O)[O-])cc1)Nc1ccc(S(=O)(=O)N2CCCCCC2)cc1	0.1	-10.9	-0.8	-1.6	6.1	2.5	20.8	6.0
32	O=S(=O)(c1ccccc1)N1CCN(C(=S)Nc2ccccc2)CC1	3.0	-9.0	-1.8	-3.4	5.0	-6.9	7.7	-10.7
33	COc1ccc(-c2nc(CN3CCN(c4ncnc5ccccc45)CC3)c(C)o2)c(OC)c1	59.7*	-27.7	-0.4	-0.2	5.6	3.4	8.0	2.6
34	CN(Cc1ccccc1)CC(O)COc1ccc(CNCCOc2cccnc2)cc1 (configuration not stated)	15.5	0.6	-4.4	4.2	4.6	0.8	-7.1	-2.8
35	Cn1nnnc1SCC(=O)Nc1ccccc1Br	1.3	-1.7	4.7	1.0	-13.3	-1.5	3.8	6.4
36	CC(=O)c1ccc2c(c1)OCCOCCOCCOCCO2	8.0	11.2	-1.4	-15.8	0.0	6.7	-8.3	2.3
37	CCN(CC)CCN1C(=O)c2oc3ccccc3c(=O)c2C1c1ccc(C)cc1 (configuration not stated)	80.0*	-31.2	-5.1	-0.7	0.6	-0.2	-4.9	4.8
38	COc1ccc(-c2nc(N3CCC(C)CC3)[nH]c(=O)c2C#N)cc1	1.0	-8.0	-9.8	15.3	-6.6	-3.4	-13.8	-4.2
39	O=c1cc(N2CCCCC2)c2ccccc2o1	5.0	14.6	0.6	-3.5	7.6	3.0	5.0	6.5
40	Nc1nc2nccc(-c3ccco3)n2n1	6.6	-9.6	2.0	-0.7	25.7	2.2	-9.8	3.5
41	Nc1nnnn1/N=C\c1ccc(Cl)c([N+](=O)[O-])c1	-1.1	5.0	3.9	4.1	-4.6	7.8	1.9	1.1
42	CCOc1ccc(N(CC(=O)NC2CCCCC2)S(=O)(=O)c2ccccc2)cc1	11.4	5.0	-0.3	18.9	8.2	2.4	9.6	9.5
43	CCC1ON(C(C)C)C2c3nc4ccccc4n3CC12 (configuration not stated)	-6.2	-0.3	3.0	3.3	-4.9	-9.6	10.6	-15.1
44	Cc1noc(C)c1NC(=O)Nc1ccc2c(c1)CC(=O)N([C@H](C)CO)C[C@@H](C)[C@H](CN(C)CC1CCCCC1)O2	-0.4	4.1	-6.5	8.4	-10.1	-2.0	4.8	-10.0
45	C[C@H](NC(=O)[C@H]1N2C(=O)c3ccccc3C2SC1(C)C)C(=O)N1CCN(C)CC1 (some centres not stated)	-9.5	24.8	-2.9	-7.0	0.5	2.1	-1.8	2.0
46	CCNCc1cc(OCC)c(OCC(=O)NCCc2ccccc2)cc1Cl	11.6	-12.4	1.9	-12.6	7.9	5.7	-10.1	-13.2
47	CC1=NCCN1S(=O)(=O)c1ccc(Br)c(C)c1	2.8	-0.7	-1.7	5.8	8.6	3.4	10.0	-5.0
48	CCOc1ccccc1-c1nnc(SCC(=O)NC2CC3CCC2C3)n1CC (configuration not stated)	3.2	5.2	-9.2	14.8	-3.7	-8.1	-17.4	-4.6
49	COc1cc(OC)c(OC)cc1/C=N/NC(=S)NCCN1CCOCC1	5.5	28.7	-7.8	-0.5	14.2	3.2	4.0	-3.5
50	CC(C)N(Cc1ccccc1)C(=O)COc1ccccc1	1.4	-7.3	3.1	6.0	-1.5	1.6	4.3	1.2

The list continues.
entry	smiles	Gli-Sufu antag	697 NFkB inh	HKDC1 inhibitor	Apaf-1 inh	UBC13 inh	SENP7 inh	Jurkat NFkB inh	SENP8 block
51	COc1ccc(C(=O)Nn2c(SCC(=O)NCc3ccco3)nc3ccccc3c2=O)cc1	2.5	-98.3	3.2	0.0	70.7*	3.0	-23.0	3.4
52	O=[N+]([O-])c1ccc(OCCn2cnc3ccccc32)cc1	-1.4	4.6	-2.8	2.7	-3.8	4.0	12.0	-6.9
53	Cc1cccc(N(CC(=O)NCc2ccco2)C(=O)CCC(=O)Nc2nccs2)c1C	-4.7	1.3	-4.6	-2.2	7.8	5.6	-3.3	2.5
54	COc1c2c(nc3ccccc13)OC(C(C)(O)CO)C2 (configuration not stated)	2.5	-6.3	-6.9	-25.3	-8.9	1.1	8.2	-7.1
55	CC(C)(C)c1ccc(C(=S)N2CCN(c3ccccc3)CC2)cc1	9.2	-4.8	-1.2	2.1	-3.9	-5.4	2.2	-1.5
56	CC(=O)N=c1scc(-c2ccccc2)n1-c1cccc(O)c1	12.9	8.3	-5.7	3.9	-5.2	-4.1	9.0	-11.5
57	Cc1nnc(-c2ccc(Oc3ccc(Br)cc3)c([N+](=O)[O-])c2)o1	/	-11.1	4.2	16.4	3.0	8.9	-14.0	-5.1
58	C=CCn1c(O)c(N=Nc2ccccc2C)c2ccccc21	2.0	-1.1	3.1	4.0	-4.4	-1.6	-6.6	-7.7
59	COc1nc(N(C)C)nc(N(C)c2cc(Cl)cc(Cl)c2)n1	0.1	-19.7	-3.0	0.4	5.0	1.4	4.1	-0.2
